AmpC inh no detg: inhibitors of E. coli AmpC beta-lactamase without detergent; actives 0.52% (n = 330,000); AmpC nitrocefin hydrolysis, absorbance 480 nm, 0.0001% Triton; Potency, µM (series often up to 57.1 µM), for inactives: at the highest dose activity change, negative = inhibition, usual class: inhibitors;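 also: potency is read from the fitted curve at half-maximal effect; plate controls were no compound for no effect and no enzyme for full effect; nearly all actives have a fitted effect of over 20% in size; some results filed as inactive show a strong effect at the top dose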
Target sequence (P00811 whole entry, looked up): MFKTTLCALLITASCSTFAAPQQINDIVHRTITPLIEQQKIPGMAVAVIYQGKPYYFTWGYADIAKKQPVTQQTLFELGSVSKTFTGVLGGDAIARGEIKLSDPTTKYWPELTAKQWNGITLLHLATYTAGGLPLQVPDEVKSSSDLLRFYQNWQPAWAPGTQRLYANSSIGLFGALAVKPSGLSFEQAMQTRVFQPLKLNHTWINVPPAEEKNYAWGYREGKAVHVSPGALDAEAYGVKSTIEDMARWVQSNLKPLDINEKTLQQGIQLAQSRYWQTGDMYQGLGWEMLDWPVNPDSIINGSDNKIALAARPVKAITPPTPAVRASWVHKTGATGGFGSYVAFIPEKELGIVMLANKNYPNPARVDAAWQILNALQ
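20 mM phosphate pH 7.0 + 0.01% (detergent screen) or 0.0001% Triton X-100; 5.3 nM AmpC reagent; cpd preinc 15 min RT; nitrocefin (800 uM stock) to start; A480 q20 s × 4 min; Activity was normalised to no-enzyme and no-compound control wells.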
AMA1 RON2 block: AMA1-RON2 (P. falciparum) interaction inhibition | Potency, µM (titrated, usually from 58.2 µM), without a hit: at the highest dose activity change, negative = inhibition, actives largely listed as inhibitors | AlphaScreen AMA1-biotinylated RON2 peptide binding | actives 0.2% (n = 360,000);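 also: potency is read from the fitted curve at half-maximal effect; 0% = vehicle wells and -100% = peptide control; nearly all actives have a fitted effect of over 45% in size; some results filed as inactive show a strong effect at the top dose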
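AMA1 (3D7) with his tag at 25 nM final met compounds first, then biotinylated RON2 peptide at 25 nM; detection used donor plus acceptor beads, 10 µg/mL apiece, read by AlphaScreen after 30 min at room temperature.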
HCV inh: inhibitors of hepatitis C virus infection; actives 3.4% (n = 340,000); Potency, µM (titrated, usually from 41.8 µM), without a hit: at the highest dose activity change, negative = inhibition, actives largely listed as inhibitors; Huh7.5.1 HCVcc-Cre infection, luciferase reporter, 44 h; also: potency is read from the fitted curve at half-maximal effect
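Infectious HCV cell culture screen: compound-treated cells (1,000/well, pre-plated 4 h) are infected with HCVcc-Cre at roughly 0.5 moi and grown 44 h. Infection is quantified by luciferase signal after 15 min substrate incubation at room temperature.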
HCMV antiviral: inhibitors of human cytomegalovirus | AID 1259415 | actives 4.5% (n = 410,000) | HFF cells, HCMV-luciferase reporter, 72 h; hits give low values | activity change, negative = inhibition, % at 57.5 µM; in the data active = activity change below about -60%; inconclusive = no clear call, values can overlap the other calls; inactive = above about -39%
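Human foreskin fibroblasts infected with luciferase-reporter HCMV at MOI 1 PFU/cell, compounds at two doses. Luciferase measured 72 h post infection; normalized to buffer-only basal and Salinomycin (10uM) controls.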
LmPK inh: LmPK (Leishmania mexicana) enzyme inhibition. purified LmPK, Kinase-Glo ATP luminescence, 1 h. Potency, µM (titrated, usually from 57.5 µM), for the others: at the highest dose activity change, negative = inhibition, most hits filed as inhibitors. actives 0.37% (n = 290,000); also: potency is read from the fitted curve at half-maximal effect
Target sequence (Q27686 whole entry, looked up): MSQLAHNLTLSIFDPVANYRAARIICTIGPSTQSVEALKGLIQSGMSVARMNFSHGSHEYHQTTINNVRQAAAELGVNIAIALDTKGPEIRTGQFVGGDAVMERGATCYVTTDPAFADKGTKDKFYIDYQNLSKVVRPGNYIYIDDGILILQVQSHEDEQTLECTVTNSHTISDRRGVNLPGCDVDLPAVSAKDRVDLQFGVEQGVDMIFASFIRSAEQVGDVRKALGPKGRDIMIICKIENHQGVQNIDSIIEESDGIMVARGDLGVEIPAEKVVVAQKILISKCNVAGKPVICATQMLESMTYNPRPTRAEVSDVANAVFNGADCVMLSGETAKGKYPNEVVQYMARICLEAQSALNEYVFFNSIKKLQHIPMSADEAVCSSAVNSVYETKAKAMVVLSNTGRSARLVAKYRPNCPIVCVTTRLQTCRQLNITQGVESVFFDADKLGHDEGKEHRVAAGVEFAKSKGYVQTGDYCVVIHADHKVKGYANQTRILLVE
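qHTS format; LmPK 0.1 nM; substrates PEP 0.5 mM and ADP 0.1 mM. One-hour room-temperature incubation, then coupled luciferase luminescence; 0.5 nM enzyme wells mark activation.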
TbPYK inhibitor: inhibitors of Trypanosoma brucei pyruvate kinase; Q57TT1; actives 0.12% (n = 410,000); Potency, µM (doses to about 76.8 µM), for inactives: at the highest dose activity, negative = inhibition, most hits filed as inhibitors; TbPYK enzyme, Kinase-Glo Plus ATP luminescence, 45 min; AID 624173; also: potency is read from the fitted curve at half-maximal effect; nearly all actives have a fitted effect of over 50% in size
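T. brucei PYK with substrate was exposed to pin-transferred compounds across a concentration series, then started with 130 uM ADP (final). After 45 min at room temperature, Kinase-Glo Plus luminescence was read, normalized and curve-fitted.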
AmpC detergent: inhibitors of E. coli AmpC beta-lactamase with detergent | P00811 | AmpC hydrolysis of nitrocefin, absorbance 480 nm, 0.01% Triton | Potency, µM (titrated, usually from 114 µM), without a hit: at the highest dose activity change, negative = inhibition, most hits filed as inhibitors | actives 0.041% (n = 370,000) | AID 485294;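 also: potency is read from the fitted curve at half-maximal effect; 0% = no-compound wells and -100% = no-enzyme wells; nearly all actives have a fitted effect of over 25% in size; some results filed as inactive show a strong effect at the top dose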
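AmpC (5.3 nM in the dispensed reagent) in 20 mM phosphate pH 7.0 with 0.01% (detergent screen) or 0.0001% Triton X-100 was preincubated with compounds for 15 min at room temperature. Nitrocefin was then added from an 800 uM solution, and hydrolysis was followed at 480 nm.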
The depositor's hits bear a star; ? = inconclusive; . = no result given; & = joins results of further samples; ! = not confirmed by another sample; [ ] = remark or other dose. Unless noted, calls follow the shape of the dose curve; as a rule, active = well fitted curve in the direction sought with a large enough effect; inconclusive = small, poorly fitted or top-dose-only effect, or another doubt; inactive = no such curve, though single readings can be large; an effect the other way counts as inactive or inconclusive. Unless noted, % is scaled to controls: 0 for no effect and ±100 for the full control effect.

SMILES	AmpC inh no detg	AMA1 RON2 block	HCV inh	HCMV antiviral	LmPK inh	TbPYK inhibitor	AmpC detergent
CN(C(=O)CSc1nc2ccc(NC(=O)c3cccs3)cc2s1)c1ccccc1	.	.	.	-76*	.	-6%	19%
COCCCn1c(=O)c2sccc2n2c(CCCC(=O)NC3CCC(C)CC3)nnc12 (stereo not drawn)	.	.	.	?	.	4%	21%
CN(c1cccc(NC(=O)c2ccc(CN3CCc4ccccc4C3)cc2)c1)S(C)(=O)=O	48%	-3%	11µM*	-74*	-7%	-4%	0%
Cc1nc2ccccn2c1C(=O)/C=C/c1cccc([N+](=O)[O-])c1	-12%	-1%	13%	-101*	-1%	-2%	-8%
COc1ccccc1CN1CC(C(=O)NCc2cc(F)ccc2C)CCC1=O (stereo not drawn)	76%[activator]	-3%	-17%	31	-3%	0%	-14%
O=c1[nH]c(=O)n(CCc2ccccc2)c(O)c1C=NCCCn1ccnc1	-20%	-9%	4%	-10	-2%	-11%	?
CCOC(=O)C1CCN(S(=O)(=O)CCNC(=O)c2ccc(F)cc2)CC1	-2%	-5%	-5%	-5	.	2%	-12%
O=C(Nc1ccccc1-c1ccccc1)c1ccc(Cl)c([N+](=O)[O-])c1	-24%	-1%[11.6 µM]	?	-32	2%	8%	4%
O=C1C2CC=CCC2C(=O)N1Cc1ccccc1 (stereo not drawn)	-2%	5%	11%	29	4%	-1%	8%
CCOc1cc(NC(=O)c2ccccn2)c(OCC)cc1NC(=O)c1ccc(C)cc1	-9%	46%[activator]	2%	-35	-2%	0%	-7%
Cc1cc(=O)[nH]c(N/N=C/c2ccc(N(C)C)cc2)n1	-15%	51%[activator]	18%	-3	-15%	-4%	6%
Cc1ccc(CNC(=O)CCNS(=O)(=O)c2cccc3nonc23)cc1	-10%	21%	6%	-15	3%	4%	-5%
Cn1c(=O)c2c(ncn2CC(=O)N2CCN(S(=O)(=O)c3ccc(F)cc3)CC2)n(C)c1=O	-3%	-2%	3%	-30	.	1%	5%
COc1ccc(-c2nnc3ccc(SCC(=O)N4CCCC4)nn23)cc1	-15%	-9%	1%	-30	-1%	-19%	?
CCOc1ccc(C(=O)NCCc2sc(-c3ccc(OC)c(OC)c3)nc2C)cc1	.	.	.	36	.	-5%	-7%
CN(CC(=O)Nc1ccccc1C(F)(F)F)CC(=O)N1CCCCCC1	28%	37%[activator]	17%	11	.	1%	-3%
Nc1cc(Cl)ccc1N1C(=O)CCC1=O	-12%	-12%	-5%	-17	1%	6%	-1%
O=C1NC(=O)N(c2ccccc2)C(=O)/C1=C/c1ccc([N+](=O)[O-])s1	-54%	-28%	?	-18	-19%	18µM*	2%
COn1c2c(c3c4nonc4ccc31)CCCC2	-29%	26%	?	-25	6%	5%	2%
C=Cc1ccc(C(=O)NC2CCCN(Cc3ccccc3F)C2)cc1 (stereo not drawn)	-6%	1%	-1%	21	0%	-1%	6%

3 entries out of the list, sorted by molecular weight, lowest first.
SMILES	AmpC inh no detg	AMA1 RON2 block	HCV inh	HCMV antiviral	LmPK inh	TbPYK inhibitor	AmpC detergent
COc1ccc(-c2nnc3ccc(SCC(=O)N4CCCC4)nn23)cc1	-15%	-9%	1%	-30	-1%	-19%	?
CCOC(=O)C1CCN(S(=O)(=O)CCNC(=O)c2ccc(F)cc2)CC1	-2%	-5%	-5%	-5	.	2%	-12%
CCOc1ccc(C(=O)NCCc2sc(-c3ccc(OC)c(OC)c3)nc2C)cc1	.	.	.	36	.	-5%	-7%

Next section.
SMILES	AmpC inh no detg	AMA1 RON2 block	HCV inh	HCMV antiviral	LmPK inh	TbPYK inhibitor	AmpC detergent
CCOc1cccc(CN2CCC(n3nccc3NC(=O)CCCc3ccccc3)CC2)c1	162%[activator]	-2%	?	0	-5%	1%	2%
COc1ccc(-c2cc(C(=O)c3c(N)n(C)c(=O)n(C)c3=O)c3ccccc3n2)cc1OC	68%[activator]	0%	-19%	32	-7%	1%	1%
COc1ccc(NC(=O)NNC(=O)COc2ccc3cc(Br)ccc3c2)cc1OC	-18%	54%[activator]	27%	7	-5%	1%	-1%
Cc1ccc(NC(=O)c2cccs2)cc1S(=O)(=O)Nc1cccc(Cl)c1	-27%	13%	?	-38	4%	-7%	-3%
O=C(COc1ccc(Br)cc1)Nc1ccc(Cl)cc1C(=O)c1ccccc1	.	.	.	?	.	6%	15%
c1ccc(CNc2ncnc3ccccc23)cc1	-3%&-22%	25%&1%	?	-97*!	3%&-1%	2%&-2%	-7%&-7%
CCOC(=O)c1ccc(NC(=O)c2nc[nH]c2C(=O)N[C@@H](Cc2ccccc2)C(=O)OC(C)(C)C)cc1	-21%	33%[activator]	49%[activator]	11	3%	0%	3%
CC(C)Sc1nc(-c2cccs2)nc2cc(Cl)ccc12	.	0%	.	-19	.	2%	.
CC(=O)Nc1ccc(NC(=O)c2cccc(S(=O)(=O)N(C)C3CCCCC3)c2)cc1	14%	-4%	?	0	.	0%	7%
O=S(=O)(CCNCCc1ccccc1)NC1CCCCC1	.	-6%	9%	-21	.	3%	.
CCS(=O)(=O)c1ccc2oc(Nc3ccccc3Cl)nc2c1	-39%	0%	-24%	10	-21%	-15%	-6%
CCN(CC)c1ccc(NC(=O)CN2C(=O)CSc3ncccc32)c(C)c1	3%	0%	3.5µM*	-86*	-1%	-5%	?
C/C(CC(=O)Nc1ccc(N(C)C)cc1)=N\NC(=O)Cc1csc(N)n1	-36%	25%	3%	13	-2%	-11%	-2%
CC(C)C1N=C2c3ccccc3N=C(SCC(=O)NCc3ccc(Cl)cc3)N2C1=O (stereo not drawn)	.	.	.	-7	.	-7%	16%
Cc1nn(-c2ccccn2)c(C)c1Oc1ccccc1O	-2%	24%	-29%	48	7%	-3%	4%
COc1ccc(NS(=O)(=O)c2ccc(Cl)c(NC(=O)c3cccnc3Cl)c2)cc1	-50%	4%	-16%	-19	4%	-6%	3%
O=C(NC1CCCC1)C(c1cccnc1)N(C(=O)c1csnn1)C1CC1 (stereo not drawn)	-16%	-11%	2%	-22	0%	-8%	7%
COc1ccc(S(=O)(=O)N2CC(O)CC2C(=O)OCc2nc3sc(C)c(C)c3c(=O)[nH]2)cc1 (stereo not drawn)	0%	-19%	22%	-16	-1%	-13%	0%
Cc1ccccc1C(=O)N1CCC(n2nccc2NC(=O)C2CC2)CC1	-1%	-6%	14%	.	-3%	3%	-1%
CCNC(=O)C1CCN(Cc2cc3ccccc3n2Cc2ccc(C)cc2)CC1	.	.	.	-7	.	3%	-5%
Cc1ccc(CNC(=O)CN2C(=O)C3CCCCN3c3ccc(C(=O)N4CCCC4)cc32)cc1 (stereo not drawn)	.	.	.	-13	.	-4%	2%
COc1ccc(NS(=O)(=O)c2ccc(N3CCOCC3)c(N)c2)cc1	-14%	-8%	6.3µM*	-70*	.	-1%	12%
CSc1ccc(CCNC(=O)Cn2ncc3c([nH]c4ccccc43)c2=O)cc1	-20%	16%	13%	5&-2	0%	10%&-3%	3%&2%
c1ccc(-c2nccc(-c3ccc(-n4cnc5ccccc54)cc3)n2)cc1	-15%	-17%	-4%	-34	4%	1%	1%
Clc1ccc(COn2c(-c3ccc(Cl)cc3Cl)nc3ncccc32)cc1	86%[activator]	-7%	?	?	-3%	-3%	-2%
Cc1cc(C)c(S(=O)(=O)c2ccccc2C)c(N(C)C)n1	5%	5%	-12%	31	-1%	-14%	-20%
Cc1nc(C(F)(F)F)ccc1C(=O)NCC(O)c1ccccc1 (stereo not drawn)	-14%	9%	10%	60	5%	-24%	?
CN1CCC(N(C)C(=S)NCCc2ccccc2)CC1	-15%	3%	8%	?	-1%	3%	-4%
O=C(CSc1nc2c([nH]c3ccccc32)c(=O)n1-c1ccc(F)cc1)N1CCCCC1	.	.	.	-18	.	3%	2%
Cc1c(Cl)cnc(NC(=O)COC(=O)c2cc3c(s2)CCC(C)C3)c1Cl (stereo not drawn)	-16%	-6%	?	7	5%	-1%	0%
Cc1ccnc(SCC(=O)Nc2sccc2C#N)n1	-14%	-11%	-17%	39	1%	-3%	2%
CCSc1nc(-c2ccccc2)nc2c1CCCC2	101%[activator]	-1%	?	-24	6%	1%	-6%
O=S(=O)(c1ccc2nnn(O)c2c1)N1CCOCC1	-26%	-1%	?	-22	.	4%	.
O=C(c1ccccc1)[C@@H]1[C@@H]2C(=O)N(c3ccc(F)cc3)C(=O)[C@@H]2C2CCCN21 (stereo partly drawn)	-16%	-28%	13%	-67*	1%	?	-6%
CCS(=O)(=O)N1CCc2cc(OC)c(OC)cc2C1	-15%	-4%	6%	34	-2%	1%	?
O=[N+]([O-])c1cccc(/C=C/c2nc(C=Nc3ccccc3)c(O)o2)c1	-19%	-1%	11%	-32	0%	-7%	2%
O=C(NCc1ccco1)c1ccc2[nH]c(=O)c(=O)[nH]c2c1	-21%	-11%	14%	21	6%	0%	0%
Cc1nn(-c2ccccc2)c(Cl)c1/C=C/C(=O)c1ccc(O)cc1	-16%	-9%	0%	?	-15%	-2%	-5%
O=C(O)c1cc(S(=O)(=O)N2CC=C(c3ccccc3)CC2)ccc1O	-26%	.	.	.	.	-2%	?
CCOC(=O)c1cccc(NC(=O)C2COc3ccc(OC)cc3C2)c1 (stereo not drawn)	.	.	.	-12	.	4%	?
CC1(C)CC(=O)C2=C(C1)NC(=O)NC2c1ccccc1Cl (stereo not drawn)	.	-6%	24%	4	.	-4%	.
CC(=O)N(C)c1ccc(C=C2C=Cc3ccccc32)cc1	.	-20%	?	35	.	?	.
Cc1ccc(S(C)(=O)=O)cc1C(=O)OCC(=O)N(Cc1ccccc1)Cc1ccccc1	15%	-6%	?	-18	.	3%	-2%
O=C(O)C1CN2CCC1CC2 (stereo not drawn)	-11%	-5%	20%	7	1%	1%	?
CCOC(=O)C1(CCOc2ccccc2)CCN(CCCn2cccn2)CC1	54%	-10%	-11%	22	0%	4%	-5%
CN(C)c1cc(NC(=O)CNC(C)(C)C)c2ccccc2n1	-12%	?	-1%	10	-8%	-1%	-1%
COc1ccc(NC(=O)c2c(NCc3ccc(N(C)C)cc3)sc3c2CCC3)cc1	.	.	.	28	.	?	-5%
COc1ccc(C(=O)O/N=C(/C(N)=O)P(=O)(OC(C)C)OC(C)C)cc1	17%	1%	17%	34	-3%	-3%	-5%

High-throughput results deposited in PubChem by National Center for Advancing Translational Sciences (NCATS).
